Compound activity deposited in PubChem by National Center for Advancing Translational Sciences (NCATS).
LDHA block: inhibitors of human lactate dehydrogenase A; P00338; purified LDHA, NADH/diaphorase-resazurin fluorescence; stronger effect = lower value; activity change, % (values are at about 110 or 230 µM); 480,000 compounds, 0.15% hits; AID 1347041; in the data active means activity change below about -30%;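 further: plate controls were DMSO wells for no effect and wells without enzyme for full effect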
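Remaining NADH was detected by diaphorase (0.133 mg/mL) converting 37 µM resazurin to fluorescent resorufin, read at 0 and 20 minutes. The preceding 5-minute room-temperature reaction used 2 nM LDHA, 0.2 mM sodium pyruvate and 0.06 mM NADH at pH 7.4.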
Active calls of the source: *. This is a subset. The share of hits here may be higher or lower than overall.

Molecule | LDHA block
N#C/C(=C/C=C/c1ccccc1)C(=O)NC1CC1 | 6
CC(C)CC1OC(C)Cc2[nH][nH]c(=O)c21 (centres undefined) | 6
N#Cc1c2n(c(=O)n(CCOc3cccc(F)c3)c1=O)CCC2 | 1
Cc1ccc(C2c3c(-c4cc(C)cc(C)c4O)n[nH]c3C(=O)N2CCCO)cc1 (centres undefined) | 7
CC(=O)c1ccc(OCCCC(=O)OCc2ccc(C#N)cc2F)cc1 | 7
COc1cc(C2C3=C(CCCC3=O)OC3=C2C(=O)CCC3)cc(Br)c1OCC(=O)O | -4
Cc1noc(C)c1CCC(=O)Nc1nc(-c2ccc3c(c2)OCCO3)cs1 | -21
COc1ccc(S(=O)(=O)Nc2ccc(CCc3nc4ccccc4n3C)cc2)cc1 | -8
Cn1c(=O)c2nc(SCc3ccc(F)cc3)n(C)c2n(C)c1=O | 8
Cc1ccc(CNC(=O)CC2C=CCC2)cn1 (centres undefined) | 5
O=C(CCNC(=O)C1CCCC1)NC1CCCCCC1 | 1
COc1ccc(C(=O)N(Cc2ccccc2)Cc2ccc(OC)c(COc3ccc(NC(C)=O)cc3)c2)c(O)c1 | 7
Cc1ccccc1-n1c(C)nnc1SCc1nc2ccccc2o1 | -2
Cc1c(NC(=O)CCSc2nc3c(=O)n(C)c(=O)n(C)c3n2C)cccc1C(F)(F)F | 12
CC(C)(C)NC(=O)C(F)(F)C(F)(F)C(=O)NC(C)(C)C | 10
CCn1c(=O)c2ccccc2n(CC(=O)Nc2ccccc2C(F)(F)F)c1=O | 0
O=S(=O)(C/C=C/c1ccccc1)Cc1cccc(F)c1 | 2
CC1CCC(C#N)(N(C)C(=O)CN(C)CC(=O)Nc2cccc(F)c2)CC1 (centres undefined) | -3
O=C(NCc1nc(-c2ccccc2)no1)Nc1cccc2ccccc12 | 6
Cc1ccc(-c2nc(Cn3cccc(C(F)(F)F)c3=O)co2)cc1 | 2
CCc1cccc2c(C(=O)CSc3n[nH]c(C(C)C)n3)c[nH]c12 | 6
Cc1ccc(-c2noc(-c3ccco3)n2)s1 | 1
O=C(CC(F)(F)F)NCCc1ccccn1 | -5
CC(/C=C/c1ccc(F)cc1)=C\C(=O)O | -10
COc1ccc(C(=O)C(C)Oc2ccc(C)c(C)c2)cc1 (centres undefined) | 3
CN(Cc1ccccc1)c1oc(COc2ccc(F)cc2)nc1C#N | -5
CC1(C)CC(NC(=O)Nc2ccc(OC(F)F)cc2)CC(C)(C)N1 | 14
CC(NC(=O)/C=C/c1ccsc1)C1CCCO1 (centres undefined) | 2
COc1cccc(OC)c1C(=O)Nc1ccc2oc(-c3cccnc3)nc2c1 | -23
O=C(NC1CCCCC1)C1CCC(Cn2cnnn2)CC1 (centres undefined) | -5
Cc1ccc(/C=C/C(=O)O)cc1Cl | 2
CCCCc1ccc(Nc2nnc(SCC(=O)NCC)s2)cc1 | -3
C/C(=N\NC(N)=S)C(=O)O | -1
Cc1[nH]c2ccc(F)cc2c1CC(=O)N(C)C1CCCC1 | 7
Cc1ccc(/C(O)=C2\C(=O)C(=O)N(CCCO)C2c2ccc(Cl)cc2)cc1 (centres undefined) | 4
CCOc1ccc(NC(=O)COc2ccc(Cl)cc2Cl)c2cccnc12 | 15
CCOC(=O)N1CCN(C(c2ccnc3ccccc23)c2nnnn2-c2c(C)cccc2C)CC1 (centres undefined) | 4
O=C(NC1CCCC1)c1cc(-c2ccccn2)nc2c(Cl)cccc12 | 1
CC(=O)c1ccc(NC(=O)C(=O)c2c[nH]c3ccccc23)cc1 | 6
Cc1ccc(C(=O)NCC(F)(F)F)cc1N | -2
O=C(/C=C/c1ccc(Cl)cc1Cl)Nc1ccc(Cl)cc1C(F)(F)F | -15
COc1cc(C(=O)COC(=O)CCCOc2ccc(Cl)cc2Cl)cc(OC)c1OC | 2
CCCCc1cc(=O)oc2cc(OCC(N)=O)ccc12 | 4
CCCCCCCCCCCCSCCC(N)=O | 3
O=C(Cn1ncc2ccccc2c1=O)NC1CCCC1 | 11
CC(C)CNc1oc(-c2ccc(S(=O)(=O)N3CCCCCC3)cc2)nc1C#N | 3
CCc1ccc(C(=O)NCc2ccc(N3CCN(C)CC3)nc2)o1 | -16
CCOC(=O)[C@]12CCC=C1N(CCC1=CCCCC1)C(=O)[C@H](CC(=O)NCCCCc1ccccc1)C2 | 2
O=c1cc(O)c2sc3nc(C(F)(F)F)cc(C45CC6CC(CC(C6)C4)C5)c3c2[nH]1 | 11
O=C(NCc1ccccc1Cl)C(=O)Nc1ccc2cc[nH]c2c1 | 1

Later entries.
Molecule | LDHA block
CCc1ccc(-c2noc(CN3CCCC3c3cc(OC)ccc3OC)n2)cc1 (centres undefined) | -5
C=CCOc1ccc(CNc2ccc(Oc3ccccc3)cc2)cc1OC | 6
CCn1c(COc2ccccc2)nnc1SCC(=O)N1CCc2ccccc2C1 | -2
CCCCCNC(=O)C(c1ccc(-c2ccccc2)cc1)n1c(=O)c(-c2cc3ccccc3[nH]2)nc2ccccc21 (centres undefined) | 0
Cn1nnnc1NCc1ccc(-c2ccc(Br)cc2)o1 | -20
Cc1csc(CNC(=O)c2cccc(C(N)=O)c2)n1 | 5
CC(C)(C)C(=O)CSc1nccc(C(F)(F)F)n1 | 10
O=[N+]([O-])c1cc(S(=O)(=O)Nc2cccc(Cl)c2)ccc1N/N=C/c1ccc(F)cc1 | 0
CCOc1ccc(N(C(=O)c2ccco2)S(=O)(=O)c2ccc3c(c2)oc(=O)n3C)cc1 | 14
C/C(=N/Nc1ccc(S(N)(=O)=O)cc1[N+](=O)[O-])c1ccc(Cl)cc1 | 2
O=c1oc2cc(S(=O)(=O)N3CCOCC3)ccc2n1Cc1ccc(Cl)cc1 | -6
CC(C)C(C(=O)Nc1nc2ccc(S(C)(=O)=O)cc2s1)c1ccc(Cl)cc1 (centres undefined) | -7
O=C(O)c1ccc(COc2ccc(Cl)cc2)cc1 | -2
O=C(Sc1cccc2cccnc12)c1ccccc1Cl | 4
N#CC1=C(N)n2ncnc2NC1c1ccccc1Cl (centres undefined) | -11
CCCCn1c(=O)[nH]c(=O)c2c1nc(CSc1nnnn1C1CC1)n2CC | 17
CCOc1cc(CNCc2ccco2)ccc1OCc1ccccc1 | 1
Fc1ccc(CSc2nc3ccccc3s2)cc1 | 11
CCOc1ccc(OCCOCCOc2ccccc2)cc1 | -9
C=CCc1ccccc1OCc1ccc(C(=O)O)cc1 | 1
CCOC(=O)CCN(CC1CC1)C(=O)c1ccc(C)s1 | -3
COc1ccc(CO/N=C/c2cc(OC)c(OC)c(OC)c2)cc1F | 2
Cc1ccc(-c2cn3nc(N4CCCC(C(=O)NCCc5cccs5)C4)sc3n2)cc1 (centres undefined) | 2
CCCCNC(=O)CSc1cc(C(=O)NC2CC2)c2ccccc2n1 | 4
Cn1c(=O)[nH]c(=O)c2c1nc(NCCc1ccccc1)n2Cc1cccc2ccccc12 | 7

Six compounds out of the list, ordered by heavy-atom count, lowest first.
Molecule | LDHA block
O=C(O)c1ccc(COc2ccc(Cl)cc2)cc1 | -2
Cc1csc(CNC(=O)c2cccc(C(N)=O)c2)n1 | 5
CCOc1ccc(OCCOCCOc2ccccc2)cc1 | -9
COc1ccc(CO/N=C/c2cc(OC)c(OC)c(OC)c2)cc1F | 2
CCCCn1c(=O)[nH]c(=O)c2c1nc(CSc1nnnn1C1CC1)n2CC | 17
Cn1c(=O)[nH]c(=O)c2c1nc(NCCc1ccccc1)n2Cc1cccc2ccccc12 | 7

Carrying on.
Molecule | LDHA block
CCOC(=O)/C(C#N)=C1\SCC(C#N)S1 (centres undefined) | -5
Nn1c(SC(C(=O)Nc2ccc(F)cc2)c2ccccc2)nnc1-c1ccco1 (centres undefined) | 3
Cc1ccc(C)c(/C(O)=C2\C(=O)C(=O)N(c3nnc(C)s3)C2c2ccc(C(C)C)cc2)c1 (centres undefined) | 10
CC(=O)Nc1ccc2c(c1)nc(CCNC(=O)c1ccc(C)c(F)c1)n2C | 17
CC(C)CCOC(=O)c1cc2cc(Br)ccc2oc1=O | -10
COc1ccc(CN(C)C(C)c2nnc(-c3ccc(C)cc3)o2)cc1F (centres undefined) | -2
Cc1ccc(C(=O)Nc2ccc3oc(-c4ccc(F)cc4)nc3c2)cc1[N+](=O)[O-] | 0
O=C(NCc1cccc(CNC(=O)C2CCCC2)c1)C1CCCC1 | 1
Cc1ccc(C(=O)OCc2ncc(-c3ccccc3)o2)c(O)c1 | -7
Cc1c(CC(=O)NCc2ccccc2)c(=O)oc2cc(O)ccc12 | 9
CC(C)C(=O)Nc1ccc2[nH]cc(C(C(=O)O)N3CCN(CC(=O)N(C)C)CC3)c2c1 (centres undefined) | 3
Cc1ccc2nc(C)c(C(=O)N3CCN(S(=O)(=O)c4ccccc4)CC3)cc2c1 | -21
COc1ccc(NCCC(c2ccc(F)cc2)c2ccc(Cl)cc2)cc1 (centres undefined) | 10
O=C(NCCCN1CCCCCC1)C1CCC1 | 9
CC(C)C(=NNC(=O)c1ccc(Br)cc1)C(C)C | 2
CCN(Cc1cccs1)C(=O)/C=C/c1cccnc1 | 3
Cc1ccc(C(=O)Nc2ccccc2SCc2cc(=O)n3oc(C)cc3n2)cc1 | -25
Cc1ccsc1CNC(C(N)=O)c1ccccc1 (centres undefined) | -1
CC1(C(=O)NCc2ccccc2)CSCC(=O)N1CCCN1CCOCC1 (centres undefined) | 1
Cc1ccccc1C(=O)N1CCC(N(Cc2csc(-c3cccs3)n2)S(C)(=O)=O)CC1 | 1
Nc1sccc1C(=O)NCc1ccccc1 | 1
CN(CC(=O)NC(=O)NCc1ccccc1)Cc1ccc(Cl)cc1Cl | 2
CCCOC(=O)c1ccc(OC(=O)CCCOc2ccc(Cl)cc2Cl)cc1 | 7
Cc1ccn(Cc2cc(C(=O)O)c3ccccc3n2)n1 | 0
C=CCn1c(SCCc2ccccc2)nc2c1c(=O)n(C)c(=O)n2C | -9

Brought forward from above: two compounds, then new ones.
Molecule | LDHA block
Cc1ccn(Cc2cc(C(=O)O)c3ccccc3n2)n1 | 0
C=CCn1c(SCCc2ccccc2)nc2c1c(=O)n(C)c(=O)n2C | -9
CS(=O)(=O)Cc1ccc(C(=O)OCc2cc(=O)oc3cc4c(cc23)CCC4)cc1 | 0
Cn1c(=O)n(Cc2ccccc2)c(=O)c2c1nc(Cl)n2Cc1ccccc1 | -4
CN(C)C(=O)CNS(=O)(=O)c1cc(F)cc(F)c1 | -1
C/C(=C\c1cccc(F)c1)C1Nc2cccc3cccc(c23)N1 | 7
COc1cc(C#N)ccc1OCc1ccccc1 | -6
Cc1nc2c3c(C)c(C)n(Cc4ccccc4)c3ncn2n1 | 5
CCC(C(=O)NCc1ccccc1)n1c(-c2cccs2)nc2ccccc21 (centres undefined) | -1
CC(C)(C)c1ccc(CCC(=O)Nc2ccccc2O)cc1 | 12
COC(=O)c1sccc1S(=O)(=O)Nc1ccc(OC)cc1 | -1
NC(=O)C1CCCN(c2nc(-c3cccs3)nc3ccccc23)C1 (centres undefined) | -6
Cc1cccc(C)c1NC(=O)C(C1CC1)n1c(=O)c(-c2ccccc2)nc2ccccc21 (centres undefined) | 0
COCCNc1nc2c(c(=O)n(C)c(=O)n2C)n1Cc1c(Cl)cccc1Cl | -2
COc1ccc(Cl)cc1N1CC(c2nc3ccccc3n2CC(=O)N(C(C)C)C(C)C)CC1=O (centres undefined) | -12
O=C(/C=C/c1ccccc1)Oc1ccc(Br)cc1 | -2
CCCc1cc(=O)oc2cc(OCC(=O)c3ccc(OC)cc3)ccc12 | -2
CC1CCN(CC(=O)NCCC2=CCCCC2)CC1 | -6
CN(CC(=O)NC(N)=O)CC1CCCCC1 | 5
CCN(CC)S(=O)(=O)c1ccc(OC)c(NC(=O)c2nn(C)c(=O)c3ccccc23)c1 | -1
CCCNc1c(NC(=O)C2CC(=O)N(c3ccccc3)C2)c(=O)oc2ccccc12 (centres undefined) | 5
CCCCOc1ccc(NC(=O)COc2ccc(C)c(C)c2)c2cccnc12 | 3
CCCCn1nc(C(=O)N(C)C2CCS(=O)(=O)C2)c2ccccc2c1=O (centres undefined) | -1
O=C(COC(=O)c1ccc2ccccc2n1)Nc1ccc(F)c(F)c1 | 5
N#Cc1nc(Nc2cccc(C(F)(F)F)c2)nc(NC2CCCC2)n1 | -5
O=C(CSc1nc2ccccc2o1)N1CCCC1C1CCCCC1 (centres undefined) | 5
CCc1cccc(NC(=O)c2ncoc2-c2cccc(Cl)c2)c1 | -2
Cc1ccc(OCc2nc(C#N)c(N3CCOCC3)o2)cc1 | -5
O=C(Nc1oc2ccccc2c(=O)c1-c1ccc(F)cc1)c1cccc([N+](=O)[O-])c1 | -11
COc1cccc(-c2cc(C(=O)O)c3cc(C)cc(C)c3n2)c1 | 6
Cc1ccccc1-c1nnc(-c2ccc(C(=O)NCC3CCCO3)cc2)o1 (centres undefined) | -3
C/C(=N/NC(=O)C1CC1)c1ccc(C)cc1 | 3
N#CC1(NC(=O)COc2cccc(C(F)(F)F)c2)CCCC1 | 11
NC(=O)C1CCN(C(=O)c2ccc3c(c2)CCN3S(=O)(=O)c2ccc(Cl)cc2)CC1 | -8
CCSc1ncnc2c1sc1nc(-c3ccco3)c3c(c12)CC(C)(C)OC3 | -7
CCOc1c(Cl)cc(/C=C/C(=O)c2ccc(OC(F)F)cc2)cc1OC | 8
O=C(NCc1n[nH]c(=O)c2ccccc12)c1ccccc1Cl | 1
Cn1c(=O)c2c(ncn2CC(=O)N(CCC#N)Cc2ccco2)n(C)c1=O | 2
COC(=O)[C@]12CCCCC=C1N(Cc1ccccc1)C(=O)[C@H](CC(=O)N1CCSCC1)C2 | -6
